Source: PubChem
NR1D1 modulator – modulators of Rev-erb alpha DNA binding, primary screen, biochemical, FITC-DNA, fluorescence polarization, uHTS | activity, % at 10 µM | Nuclear receptor subfamily 1 group D member 1 (Homo sapiens), P20393 | Rev-erbα–FITC-DNA binding, 90 min | hit rate 0.79% among 370,000;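 active = activity above about 14%, limit read from the data; passing the limit was not always enough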;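 also: 0% = DMSO wells with 35 nM protein and 100% = DMSO wells with 750 nM protein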
Target sequence (P20393 whole entry, looked up): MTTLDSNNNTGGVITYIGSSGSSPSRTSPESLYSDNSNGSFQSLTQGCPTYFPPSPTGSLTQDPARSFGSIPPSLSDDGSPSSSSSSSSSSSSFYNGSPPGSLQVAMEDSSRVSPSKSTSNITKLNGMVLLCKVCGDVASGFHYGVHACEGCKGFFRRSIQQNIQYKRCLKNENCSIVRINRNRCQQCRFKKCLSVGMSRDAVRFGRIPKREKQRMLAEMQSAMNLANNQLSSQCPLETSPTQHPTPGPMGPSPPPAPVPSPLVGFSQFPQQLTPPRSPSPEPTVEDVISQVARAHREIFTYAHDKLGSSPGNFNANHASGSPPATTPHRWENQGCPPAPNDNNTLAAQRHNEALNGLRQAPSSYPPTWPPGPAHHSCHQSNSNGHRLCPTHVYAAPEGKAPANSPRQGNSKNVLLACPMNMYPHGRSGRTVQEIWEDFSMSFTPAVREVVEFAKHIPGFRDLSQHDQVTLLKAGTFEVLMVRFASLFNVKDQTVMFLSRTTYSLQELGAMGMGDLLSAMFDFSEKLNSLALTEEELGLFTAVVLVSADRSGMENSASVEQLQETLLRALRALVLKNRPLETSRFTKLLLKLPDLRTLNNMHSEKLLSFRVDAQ
TDP2 inh – human TDP2 enzyme inhibitors, primary screen, biochemical, epi absorbance, recombinant enzyme | T5PNP hydrolysis, p-nitrophenol absorbance 415 nm | inhibition, % at 12.8 µM | hit rate 0.34% among 370,000 | AID 720702, 2013;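 active = inhibition above the mean of all tested compounds plus 3 SD, set per campaign, cut at about 25% in these data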;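 also: 0% = DMSO with enzyme and 100% = buffer with substrate but no TDP2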
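test system = human TDP2 enzyme | input = TDP2 enzyme at 120 nM final | medium = 50 mM Tris-HCl pH 7.5 with Mg2+, KCl, DTT, BSA | also added = T5PNP substrate, 5 mM | times = 2 h at 37 °C | technique = epi absorbance | benchmarks = high control without enzyme, low control DMSO plus TDP2 | replication = each compound tested once, singlicate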
HTRA1 inhibitor – HTRA1 serine protease inhibitors, primary screen, biochemical, fluorescence polarization, HTS. Q92743. recombinant HTRA1, FP-rhodamine activity-based probe. inhibition, % at 5.96 µM. hit rate 0.5% among 340,000; in the data active = inhibition above about 36%;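 also: 0% = enzyme with DMSO and 100% = wells lacking enzyme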
PG9 binder – binders of HIV-1 gp120 antibody PG9, primary screen, biochemical, TR-FRET | hit rate 0.43% among 360,000 | TR-FRET gp120-PG9 antibody binding | AID 624416, 2012 | inhibition, % at 6.7 µM | HIV-1 gp120 / PG9 antibody interaction; in the data active = inhibition above about 8.5%
SIAE inh – human SIAE inhibitors, primary screen, biochemical, fluorescence polarization, FP-Rh probe, 1536-well HTS; Sialate O-acetylesterase (Homo sapiens), Q9HAT2; SIAE FP-Rh probe binding; inhibition, % at 9.66 µM; hit rate 0.69% among 370,000; AID 1053197, 2014;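 active = inhibition above a cutoff: mean of compounds within the control limits plus 3 SD of those, cut at about 17% in these data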;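 also: 0% = plate median of compound wells and 100% = probe without SIAE protein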
PRMT1 FP inh – PRMT1 methyltransferase inhibitors, primary screen, biochemical, fluorescence polarization. Protein arginine N-methyltransferase 1 (Homo sapiens), Q99873. inhibition, % at 2.79 µM. AID 652257, 2013. hit rate 1.3% among 370,000. recombinant PRMT1, activity-based probe fluorescence polarization;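 active = inhibition above about 21% made by adding two undisclosed values, limit read from the data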
rCAG binder – binders of r(CAG) RNA repeats, primary screen, biochemical, fluorescence; hit rate 1.3% among 370,000; inhibition, % at 3 µM; r(CAG) RNA repeat, TO-PRO-1 dye displacement fluorescence;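 active = inhibition above the plate cutoff, the mean of all test compounds on that plate plus 3 SD, cut at about 35% in these data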;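 also: 0% = DMSO alone and 100% = 100 µM mitoxantrone as full dye displacement; higher means more dye released from RNA so lower well fluorescence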
LEDGF integ inh – blockers of LEDGF/p75-dependent integrase strand transfer – biochemical, TR-FRET, high throughput, primary screen. hit rate 0.64% among 370,000. inhibition, % at 3.7 µM. HIV-1 integrase (with human LEDGF/p75). TR-FRET IN-LEDGF/p75 DNA integration, Eu/Cy5;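 active = inhibition above the screen-wide mean plus 3 SD, cut at about 13% in these data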;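 also: signal is the Cy5 over europium emission ratio at 671 and 618 nm; 0% = plate median of compound wells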
TCR-CD3 inh – inhibitors of human TCR-CD3 interaction, primary screen, biochemical, fluorescence, TAMRA-labeled TCR probe; AID 651800, 2012; T-cell receptor (TCR); hit rate 0.37% among 360,000; inhibition, % at 9.4 µM; in the data active = inhibition above about 19%;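 also: recombinant mutant TCR 2C K166C tagged with TAMRA read by polarization; 0% = receptor in buffer alone and 100% = receptor with positive control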
ABHD4 inh – ABHD4 inhibitors, primary screen, biochemical, fluorescence polarization, mouse. (Lyso)-N-acylphosphatidylethanolamine lipase (Mus musculus), Q8VD66. hit rate 0.54% among 370,000. AID 720543, 2013. purified mABHD4, FP-Rh probe fluorescence polarization. inhibition, % at 8.92 µM;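 active = inhibition exceeding the mean over every tested compound plus 3 SD, cut at about 30% in these data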;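 also: 0% = plate median of compound wells and 100% = S159A mutant with DMSO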
Target sequence (Q8VD66 whole entry, looked up): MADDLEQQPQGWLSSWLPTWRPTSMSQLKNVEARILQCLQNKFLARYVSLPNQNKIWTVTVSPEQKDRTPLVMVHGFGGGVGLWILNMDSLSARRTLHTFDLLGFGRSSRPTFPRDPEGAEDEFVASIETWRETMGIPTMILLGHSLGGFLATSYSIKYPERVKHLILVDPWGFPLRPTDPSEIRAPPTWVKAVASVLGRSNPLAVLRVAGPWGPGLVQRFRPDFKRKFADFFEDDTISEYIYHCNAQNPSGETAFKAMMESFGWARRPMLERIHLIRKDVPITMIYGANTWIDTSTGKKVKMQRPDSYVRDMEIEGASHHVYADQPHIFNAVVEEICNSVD
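Test system: mABHD4 protein | Buffer or medium: HEPES pH 7.0 buffer, 150 mM NaCl, 0.01% Pluronic F-127 | Probe or stimulus: FP-Rh fluorescent activity-based probe, added after compound pre-incubation | Timing: Pre-incubation 45 min, probe exposure 60 min, at 25 °C | Technique: Fluorescence polarization, excitation 525 nm, emission 598 nm, BODIPY TMR filters | Repeats: Single well per compound (singlicate)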
Numbers without * were called inactive; / = no result given. Not all compounds are listed; the hit share may differ from the screen's.

mol,HTRA1 inhibitor,SIAE inh,TCR-CD3 inh,NR1D1 modulator,LEDGF integ inh,TDP2 inh,rCAG binder,PG9 binder,PRMT1 FP inh,ABHD4 inh
CC1=CC(c2ccccc2)n2nc(NC(=O)CCCC(=O)O)nc2N1 (configuration not stated),2,3,-12,-4,-4,-1,4,-3.5,5,14
CCCOc1ccc(N2C(=O)CC(N(Cc3ccc(OC)cc3)C(=S)Nc3ccccc3)C2=O)cc1 (configuration not stated),-52,-24,-2,2,-4,2,1,0.5,-1,4
CC(OC(=O)CNC(=O)c1cccc(F)c1)C(=O)NC1CCCCC1C (configuration not stated),1,1,6,-9,0,8,-5,-1.0,1,4
O=C(c1cccnc1)N(Cc1ccccc1)C(c1ccccc1)c1nc2ccccc2[nH]1 (configuration not stated),/,4,1,-1,6,-5,6,-0.6,0,2
O=C(CCCC(=O)N(CC(=O)NC1CCCC1)Cc1ccccc1Cl)Nc1ccccn1,1,-2,4,-2,4,6,1,0.4,6,-7
CCOc1ccc(CNC(=O)CCn2c(=O)oc3ccccc32)cc1OC,-6,-2,6,-1,1,-1,-2,1.1,-2,2
Cc1ccc(P(=Nc2ccccc2)(N2CCOCC2)N2CCOCC2)o1,1,-2,3,-3,2,-7,2,0.1,-1,1
CC(=O)c1cc(-c2ccccc2)[nH]c1N1CCOCC1,2,8,9,-4,0,7,-5,-2.7,11,8
O=C(COC(=O)c1ccc(O)cc1)Nc1ccc(OC(F)F)cc1,-16,-3,-3,-2,0,-3,1,1.7,4,-4
COC(=O)[C@@]1(Sc2ccc(C)cc2)CC(=O)N(c2ccc3c(ccn3C)c2)[C@@H]1c1ccccc1,/,5,-4,-6,-4,-3,9,1.1,-3,-6
Cc1onc(-c2ccccc2Cl)c1C(=O)OCC(=O)c1ccc2c(c1)OCCO2,-38,-6,3,6,-1,-6,4,-2.4,0,-19
CC(=O)c1ccc(-c2ccc([C@H]3[C@@H]4C=CCC[C@@]4(C)C(=O)N3Cc3ccccc3)c(F)c2)cc1,-71,-7,0,10,2,-11,0,-5.1,1,2
CCOC(=O)Nc1cccc(OCC(=O)Nc2ccccc2OCC)c1,-17,-4,7,-4,1,3,-2,0.5,1,1
Cc1ccc(N2C(=NC(=O)c3ccccc3)SC3CS(=O)(=O)CC32)cc1 (configuration not stated),-7,-8,4,-3,4,-12,2,0.7,-6,-9
O=C(NC1CCCC1)C(c1cccnc1)N(Cc1ccc(F)cc1)C(=O)c1csnn1 (configuration not stated),1,6,6,-5,21*,21,-1,0.2,-1,-3
CCC1(CC)C(=O)C2=C3C1[C@H](C(=O)OC)CC(C(=O)OC)C[C@H]3n1c(=O)n(-c3ccccc3)c(=O)n1[C@H]2C (some centres not stated),/,4,-5,0,-2,-5,3,-1.0,-3,4
O=C(NCc1ccc(F)cc1)C(c1ccc(Cl)cc1)N(C(=O)c1csnn1)C1CC1 (configuration not stated),-1,3,7,2,4,3,-4,0.2,-1,-2
CN(C)c1ccc(NC2=C([N+](=O)[O-])CS(=O)(=O)C2)cc1,21,18*,7,1,24*,4,25,-6.6,12,29
CC1=C(C(=O)Nc2cccnc2)C(c2ccc(C(C)C)cc2)n2ncnc2N1 (configuration not stated),-2,2,-1,-4,0,-7,0,2.7,-1,-4
CC(C)(C)[C@@H]1C=C(C(=O)O)O[C@H](OCc2ccc(CO)cc2)C1,0,6,-2,1,-2,7,2,0.6,2,13
COc1ccc(Cl)cc1N(CC(=O)NCc1ccccn1)S(=O)(=O)c1ccc(C)cc1,-5,4,-5,2,0,4,2,2.3,-2,5
Nc1nc(-c2ccc3c(c2)CCCC3)cs1,-2,17,-7,4,0,-1,9,-1.7,5,-5
CCCCN1C(=O)C(=O)N(CC(=O)Nc2cc(Cl)ccc2OC)C1=O,13,0,-3,-8,0,2,4,0.2,1,1
CN(CC(=O)Nn1cnnc1)S(=O)(=O)c1ccc(Br)cc1,-2,-2,1,4,3,-1,2,-2.9,4,-5
O=C(O)Cc1ccc(NC(=O)CCN2C(=O)c3ccc([N+](=O)[O-])cc3C2=O)cc1,-1,1,-1,2,-5,8,1,-0.1,1,2
Cc1ccc2c(c1)S(=O)(=O)c1ccc3ccccc3c1N2,-9,-9,7,32*,2,7,6,-3.1,3,-1
CC(C)C(C=Cc1ccccc1)=NNS(=O)(=O)c1ccccc1,/,-4,-4,5,1,2,7,0.7,9,1
Cc1ccc(C(=O)N2CCN(c3ncc(C(F)(F)F)cc3Cl)CC2)s1,-15,5,3,-2,2,6,-10,0.8,-1,-6
CCCc1c(C)[nH]c2ccc(C(=O)O)cc2c1=S,-47,-8,27*,-6,12,9,45*,2.5,15,-18
COc1ccccc1N(Cc1ccccc1)S(=O)(=O)c1cc(C(=O)O)ccc1Cl,-9,-3,1,0,-2,-2,65*,-1.7,-1,1
COC(=O)c1cccc(NS(=O)(=O)c2ccc(OC)c(C(=O)N3CCOCC3)c2)c1C,-2,-3,3,-3,-1,-4,1,0.8,1,-8
Cc1ccc(C(=O)NCCc2nnc3ccc(SCC(=O)N4CCCC4)nn23)cc1,-3,4,-3,5,0,1,-6,1.6,3,4
Fc1ccc(C2CCCN2Cc2nc(-c3cnccn3)no2)cc1 (configuration not stated),1,-5,-2,3,2,5,0,0.6,-2,-4
O=C(COC(=O)CCc1nc2ccccc2s1)Nc1ccc(Cl)cn1,-4,8,4,3,-2,8,-4,-0.9,2,-1
Cn1c(NC(=O)Cc2ccc(F)cc2)cc(=O)n(C)c1=O,-1,4,2,0,1,3,2,-2.2,-3,-4
O=C(CN1CCCCC1)Nc1ccccc1NC(=O)CN1CCCCC1,5,-11,7,-7,-1,-2,-4,-0.5,0,1

A different layout for some results above:
COc1ccccc1N(Cc1ccccc1)S(=O)(=O)c1cc(C(=O)O)ccc1Cl
  HTRA1 inhibitor: -9
  SIAE inh: -3
  TCR-CD3 inh: 1
  NR1D1 modulator: 0
  LEDGF integ inh: -2
  TDP2 inh: -2
  rCAG binder: 65*
  PG9 binder: -1.7
  PRMT1 FP inh: -1
  ABHD4 inh: 1

CCCc1c(C)[nH]c2ccc(C(=O)O)cc2c1=S
  HTRA1 inhibitor: -47
  SIAE inh: -8
  TCR-CD3 inh: 27*
  NR1D1 modulator: -6
  LEDGF integ inh: 12
  TDP2 inh: 9
  rCAG binder: 45*
  PG9 binder: 2.5
  PRMT1 FP inh: 15
  ABHD4 inh: -18

Marked active in LEDGF integ inh, of those listed so far:
structure | HTRA1 inhibitor | SIAE inh | TCR-CD3 inh | NR1D1 modulator | LEDGF integ inh | TDP2 inh | PG9 binder | PRMT1 FP inh | ABHD4 inh
O=C(NC1CCCC1)C(c1cccnc1)N(Cc1ccc(F)cc1)C(=O)c1csnn1 (configuration not stated) | 1 | 6 | 6 | -5 | 21* | 21 | 0.2 | -1 | -3
CN(C)c1ccc(NC2=C([N+](=O)[O-])CS(=O)(=O)C2)cc1 | 21 | 18* | 7 | 1 | 24* | 4 | -6.6 | 12 | 29

(more compounds)
mol,HTRA1 inhibitor,SIAE inh,TCR-CD3 inh,NR1D1 modulator,LEDGF integ inh,TDP2 inh,rCAG binder,PG9 binder,PRMT1 FP inh,ABHD4 inh
COc1ccc2c(CC(=O)OCC(=O)Nc3sc4c(c3C#N)CCC(C)C4)coc2c1 (configuration not stated),-9,1,6,-1,-3,2,7,-1.4,-3,-4
Cc1nn(-c2ccccc2)c(C)c1C(=O)NCc1cccs1,-5,1,-1,7,-1,2,-1,-1.2,-1,1
CCC1CCc2sc(C(=O)NCC(c3ccc(OC)cc3)N3CCOCC3)cc2C1 (configuration not stated),-23,-8,7,1,62*,-2,7,0.5,-6,2
CCOC(=O)c1ccc(NC(=O)CSc2nnc(-c3cc(-c4ccccc4)n[nH]3)n2N)cc1,/,4,/,10,-3,3,12,/,3,2
O=C(CN(C(=O)CNS(=O)(=O)c1ccccc1)c1ccc(Cl)cc1)NCC1CCCO1 (configuration not stated),4,1,-6,-3,-2,11,-1,-2.0,1,7
Cc1nnc2sc(COc3ccccc3)nn2c1=O,11,8,-2,0,0,-1,1,-0.7,0,8
CCOC(=O)c1c(NC(=O)CSc2nc3ccccc3c(=O)n2-c2ccc(F)cc2)sc(C(C)=O)c1C,0,1,1,114*,-5,7,5,0.3,2,3
Cc1ccc(O)c(C(=O)c2cnc3c(c2)COc2ccccc2-3)c1,-42,-8,-6,-2,-1,5,1,-0.4,0,-14
